ER stress rescue – protection against thapsigargin-triggered cell killing – 384-well, CSM14.1, ATP luminescence, primary screen (AID 1222). CSM14.1 thapsigargin-induced death rescue, ATP luminescence; higher % means a stronger effect. one-dose cellular ATP content (survival), % at 20 µM; EC50 in µM for titrated hits. 190,000 tested, under 10 active;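 active = EC50 below 50 µM in the dose-response confirmation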;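 note: death triggered by thapsigargin at about 15 µM added after 2 h compound pretreatment; cell ATP read after overnight thapsigargin exposure of roughly 18 to 22 hours; normalized against plate controls of thapsigargin alone and 5% DMSO vehicle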
MT stabilizer – stabilizes microtubules in HeLa cells. HeLa tubulin immunostaining HCS, 24 h; share of cells brighter than vehicle mean+2SD. % tubulin-high responders, % at 10 µM. actives 0.83% (n = 200,000). AID 2205;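 active = plate Z-score above 3 for both tubulin-high and condensed-nucleus cell shares, with cell loss under 80%, at 10 µM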;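 note: anti alpha tubulin signal scored within the nucleus-defined area of each cell; some results filed as inactive read as strong as hits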
b-catenin transl – modulators of beta-catenin nuclear translocation | HeLa beta-catenin nuclear translocation, immunofluorescence imaging | nuclear translocation activity, % at 5 µM | actives 0.3% (n = 190,000);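 active = nuclear translocation activity above 50% at 5 µM, with a well cell count of 50 or more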;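 note: per-cell ratio of nuclear to cytoplasmic median beta-catenin stain intensity; plate controls were DMSO negative control for no effect and GSK-3 inhibitor IX positive control for full effect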
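Test system: human HeLa cell line; Doses: 5 µM primary, 0.02–20 µM confirmation; Incubation: 24 h compound exposure, 37°C; Detection: beta-catenin immunofluorescence imaging with DAPI; Read-out: beta-catenin nuclear/cytoplasmic ratio, % activation.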
Dynein cargo inh – blocks dynein driven cargo transport along microtubules; 3617.4 mouse cells, GR-EGFP nuclear translocation imaging; test concentration mostly 20 µM; stimulated with dexamethasone, 1 µM; stronger effect = lower value; z-score, hits read low; actives 0.47% (n = 220,000);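 active = plate z-score of nuclear minus cytoplasmic receptor signal below a set negative limit, without overly bright fluorescence or cell loss, cut at about -3.5 in these data, passing the limit was not always enough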;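 note: z-score of nuclear minus cytoplasmic ring GR-EGFP intensity difference per well; some compounds called inactive have numbers as strong as hits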
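Buffer or medium – tet-free medium with charcoal-stripped serum · Signal – automated 10x imaging of fixed Hoechst-stained cells · Also added – dexamethasone agonist, 1.0 µM final, for 30 min · Incubation – induction 48 h, compound 1 h, agonist 30 min · Read-out – GR-EGFP nuclear translocation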
Ins promoter up – MIN6 insulin promoter up-regulation; MIN6 insulin promoter-GFP reporter, high-content imaging; stronger effect = higher value; z-score at 5 µM; actives 0.3% (n = 190,000); AID 1625;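 active = z-score above 3 at 5 µM with at least 500 cells counted in the well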
Autophagy mod – modulators of autophagy; AID 463193; actives 0.98% (n = 190,000); MEF GFP-LC3 puncta imaging; test concentration mostly 10 µM; calls only at 10 µM (by protocol);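 active = percentage of spot-positive cells more than 3 SD above its plate mean, without a fluorescence outlier flag or 80% toxicity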;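 note: spot-positive cell cutoff set from DMSO-treated cells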
XIAP antagonists – small molecules displacing peptide from XIAP – biochemical, IAP family, fluorescence polarization (AID 1018). actives 0.007% (n = 200,000). XIAP BIR domain, fluorescence polarization peptide displacement; higher % means a stronger effect. displacement, % at 20 µM, or IC50 in µM where a hit was titrated; in the data active = displacement above about 50%; note: a part of the inactive calls stands beside numbers as strong as those of hits
WT yeast gro inh – growth inhibition of WT yeast, mitochondrial fusion screen | mitochondrial fusion phenotypic screen, WT strain | inhibition, % at 10 µM | actives 2.1% (n = 190,000); in the data active = inhibition above about 58%; tested in S. cerevisiae
Lipid droplet – modulators of hepatic lipid droplet formation | AML12 mouse hepatocytes, oleate lipid droplets, BODIPY imaging | inhibition, % at 6.5 µM | actives 0.4% (n = 240,000);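 active = lipid droplet intensity inhibited by at least 50%, with more than 500 cells counted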
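Material – mouse AML12 hepatocyte cell line, fixed after treatment · Compound dosing – one dose, 6.5 µM compound · Times – compound with oleate, overnight · Measured by – Image-based BODIPY and DAPI two-channel analysis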
WT yeast gro inh mutant strain – also measured in WT yeast gro inh; calls as there; inhibition, %; mitochondrial fusion phenotypic screen, mutant strain inhibition
Dynein cargo inh cytoplasmic EGFP – further read-out of Dynein cargo inh, marked with its call; z-score; measured here: cytoplasmic GR-EGFP intensity; stronger effect = higher value
Dynein cargo inh nuclear GR-EGFP – further read-out of Dynein cargo inh, marked with its call; z-score; measured here: nuclear GR-EGFP intensity;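 lower value marks the stronger effect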
Dynein cargo inh cell count – second read-out of Dynein cargo inh, no call of its own (marks repeat the call); z-score; measured here: cell count per field
Ins promoter up cell count – second read-out of Ins promoter up, no call of its own (marks repeat the call); cell count; measured here: cytotoxicity, nuclei count;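 total cells summed across four imaged fields per well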
Lipid droplet cells 6.5 µM – second read-out of Lipid droplet, no call of its own (marks repeat the call); cell count; measured here: cell count, cytotoxicity flag;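 cells counted across two imaged fields per well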
b-catenin transl cell count 5 µM – second read-out of b-catenin transl, no call of its own (marks repeat the call); cell count; measured here: cell count, cytotoxicity flag
MT stabilizer Hoechst-high % – further read-out of MT stabilizer, marked with its call; % Hoechst-high responders; measured here: nuclear condensation Hoechst responders;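 share of cells brighter than vehicle mean plus two SD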
MT stabilizer cytotoxicity % – further read-out of MT stabilizer, marked with its call; toxicity, %; measured here: cytotoxicity by cell density;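 0% = mean cell density of plate MIN control wells and 100% = no cells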
Autophagy mod cell loss 18 h – second read-out of Autophagy mod, no call of its own (marks repeat the call); toxicity, %; measured here: cell loss, nuclei count;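 cell loss after 18 h compound exposure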
* = called active by the depositor; i = inactive; nt = no result given.

SMILES	ER stress rescue	MT stabilizer	MT stabilizer Hoechst-high %	MT stabilizer cytotoxicity %	b-catenin transl	b-catenin transl cell count 5 µM	Dynein cargo inh	Dynein cargo inh cytoplasmic EGFP	Dynein cargo inh nuclear GR-EGFP	Dynein cargo inh cell count	Ins promoter up	Ins promoter up cell count	Autophagy mod	Autophagy mod cell loss 18 h	XIAP antagonists	WT yeast gro inh	WT yeast gro inh mutant strain	Lipid droplet	Lipid droplet cells 6.5 µM
CN(CCc1ccccn1)C(=S)Nc1ccc(Cl)c(Cl)c1	0.2%	3.0	1.0	9.2	0.5	1577	-0.24	-0.22	-0.12	0.54	nt	nt	i	-5	-17%	52	37	3	721
CN(CCN1CCc2ccccc2C1)Cc1nc(Cc2ccccc2F)no1	-0.6%	3.5	1.8	7.5	-0.3	1072	1.1	0.37	1	-1.1	0.37	1440	i	28	-5.2%	3	0	-24	723
O=C(NC(=S)Nc1nc2c(ccc3ccccc32)s1)c1cccs1	-0.5%	3.8	2.1	3.6	-3.8	548	0.49	-0.3	-0.17	-0.31	0.27	1393	i	-1	-5.8%	20	9	-15	580
Cc1ccc(NS(=O)(=O)c2cc(C(=O)N3CCOCC3)ccc2C)cc1	-1.3%	4.4	2.2	7.1	-0.7	1019	-0.49	-0.24	-0.36	0.012	0.52	1979	i	-1	-1.2%	11	1	10	661
COC(=O)c1cc(OC)c(OC)cc1-n1cnc2cc(OC)c(OC)cc2c1=O	0.8%	4.3	4.0	4.7	-2.6	959	0.27	-0.047	0.33	0.28	0.92	1278	i	-3	-3.7%	10	-3	nt	nt
CCOc1cc(S(=O)(=O)Nc2ccc(Cl)cn2)ccc1F	2.7%	3.1	3.3	30	-0.6	1033	-0.0076	-0.27	0.068	1.2	0.66	1233	i	7	-2.4%	13	21	6	787
Cc1nc2[nH]c(=S)n(C)c(=O)c2nc1C	-1.4%	5.4	2.7	5.4	nt	nt	-1.4	-0.28	-0.94	0.8	-0.13	1246	i	14	-4.1%	-22	2	-3	718
CN(C)c1cccc(C(=O)OCC(=O)Nc2nccs2)c1	-3.3%	2.3	2.8	10	-0.2	560	-0.31	-0.24	-0.088	-0.21	0.08	1420	i	2	-11%	-1	-2	-1	625
CCn1ncc(Br)c1C(=O)Nc1cc(C(=O)OC)ccc1C(=O)OC	1.2%	4.1	1.4	4.2	-0.8	1084	0.052	-0.23	0.18	0.7	0.36	1174	i	5	-4.2%	3	8	1	804
Cc1cc(C)nc(SCC(=O)Nc2cccc(S(=O)(=O)N(C)C)c2)n1	1.4%	2.8	4.1	6.9	0.3	1081	-0.99	-0.076	-0.83	1.6	1.4	1354	i	26	-3.5%	-7	-5	0	681
O=C(NCCN1CCN(C(=O)Nc2ccccc2)CC1)Nc1ccccc1	-2.0%	2.2	5.1	6.9	nt	nt	0.43	-0.2	0.48	-0.041	-0.18	983	i	-1	-5.6%	16	10	nt	nt
COC(=O)c1sc(C(=O)OC)c(C(=O)OC)c1C(=O)OC	-2.0%	2.0	2.9	3.2	-2.4	589	1.1	-0.21	0.23	-1.2	0.05	1409	i	-7	-1.5%	4	0	-2	672
O=C(Nc1ccc(-n2ccnc2P(=O)(O)c2ccccc2)cc1)c1ccccc1Cl	-0.5%	2.5	2.4	9.4	-1.2	1158	0.71	-0.2	1.2	0.083	nt	nt	i	-12	-4.1%	-6	-49	-3	790
Cc1ccccc1NC(=O)/C(=C/c1ccccc1)c1ccccc1	-1.2%	1.4	1.5	9.3	-1.6	1323	0.32	-0.2	-0.03	-0.15	-0.61	1554	i	6	33%	54	28	nt	nt
c1ccc(-c2nc3ccccc3[nH]2)nc1	-4.0%	3.1	1.8	3.1	-0.4	559	-0.83	-0.26	0.3	-0.027	0.18	1041	i	1	-5.7%	18	10	11	784
CC1CCN(c2nc(N3CCCCC3)nc(N3CCCCC3)n2)CC1	nt	3.8	2.0	1.2	0.2	1059	-0.43	-0.32	-0.26	0.62	0.27	1192	i	-16	-7.3%	38	12	-17	707
C=CCn1cc(C(=O)N2CCc3ccccc3C2)c(=O)c2cc(S(=O)(=O)N(CC)CC)ccc21	-2.9%	4.1	0.9	12	-3.9	554	-0.47	-0.17	0.29	0.46	-0.43	957	i	-4	-5.1%	0	-9	2	724
O=C(CSc1nc2c(c(=O)n1-c1ccccc1)SCC2)NCC1CCCO1 (stereo not drawn)	nt	nt	nt	nt	2.5	1294	-0.91	-0.22	0.1	0.22	-1.2	1124	nt	nt	nt	nt	nt	4	758
COC(=O)c1cc(Br)c(N)cc1OC	0.5%	2.0	1.1	3.5	-2.9	1077	-0.54	-0.31	-0.23	0.74	-1.6	1403	i	-31	-4.3%	3	3	-8	632
Cn1cccc1CC(=O)N/N=C\c1c2ccccc2cc2ccccc12	0.2%	3.4	1.5	0.9	-1.3	957	0.32	-0.094	-0.014	-0.15	0.36	1557	i	23	-2.7%	7	2	nt	nt
COc1ccc2[nH]c(=O)c(COC(=O)c3ccco3)cc2c1	2.9%	4.0	2.4	4.6	0.6	884	0.015	-0.23	-0.15	0.81	0.51	1938	i	-24	-2.0%	5	8	-10	609
Cc1cccn2c(NCc3ccc4c(c3)OCO4)c(-c3ccc(O)cc3)nc12	-1.4%	7.6	2.8	8.4	-0.6	1066	0.17	-0.32	0.39	-0.019	0.77	1421	i	-4	-5.8%	-13	15	4	707
COc1nc(N/N=C/c2ccccc2F)nc(N2CCCCC2)n1	-2.0%	1.9	1.1	8.5	-0.1	1041	-0.1	-0.18	-0.21	1	0.61	1484	i	-30	-3.2%	11	11	-5	646
O=C(COc1ccc2ccccc2c1)Nc1cccc(C(=O)Nc2ccccc2C(=O)O)c1	-3.2%	1.1	1.9	8.3	-1.9	1140	0.9	-0.23	0.56	-0.22	1.6	1517	i	-2	-3.4%	-19	6	-8	510
CN(C)S(=O)(=O)c1ccc(Oc2ccccc2)cc1	-2.6%	3.1	2.5	5.1	-0.2	1102	-0.22	-0.22	-0.25	0.55	0.29	1816	i	0	0.0%	13	22	0	706
CSc1ccccc1NC(=O)CN(C)CC(=O)Nc1c(F)cccc1F	-0.7%	2.9	2.8	4.2	-3.3	599	-1.1	-0.083	-0.85	1.1	0.15	1312	i	12	-0.8%	-7	-16	13	687
C=CCn1c(=N)c(C(=O)OC)cc2c(=O)n3cccc(C)c3nc21	-3.1%	nt	nt	nt	-2.9	1074	nt	nt	nt	nt	1.2	817	nt	nt	-6.7%	nt	nt	-5	595
Cc1ccc(-n2c(=S)[nH]c3c(oc4ccccc43)c2=O)cc1	-1.7%	2.3	3.2	2.9	-2.1	1036	-1.3	0.096	-0.81	-0.49	0.22	1417	i	11	-3.1%	0	-3	-14	681
Cc1ccc(/C=N/Nc2cccc(C(=O)O)c2)s1	-2.5%	4.2	1.7	6.4	-0.7	998	1.5	-0.22	0.88	-0.33	0.04	1282	i	0	-5.9%	-3	26	23	583
CCOC(=O)CSc1ccc2nnc(CCNS(=O)(=O)c3ccc(C)cc3)n2n1	-6.9%	1.8	1.6	0.1	-0.2	1058	-0.49	-0.31	-0.12	0.6	0.14	1219	i	-9	-1.4%	4	18	20	697

Some entries already given, showing only MT stabilizer:
mol	MT stabilizer
CCOC(=O)CSc1ccc2nnc(CCNS(=O)(=O)c3ccc(C)cc3)n2n1	1.8
Cc1ccc(-n2c(=S)[nH]c3c(oc4ccccc43)c2=O)cc1	2.3

(cont.)
SMILES	ER stress rescue	MT stabilizer	MT stabilizer Hoechst-high %	MT stabilizer cytotoxicity %	b-catenin transl	b-catenin transl cell count 5 µM	Dynein cargo inh	Dynein cargo inh cytoplasmic EGFP	Dynein cargo inh nuclear GR-EGFP	Dynein cargo inh cell count	Ins promoter up	Ins promoter up cell count	Autophagy mod	Autophagy mod cell loss 18 h	XIAP antagonists	WT yeast gro inh	WT yeast gro inh mutant strain	Lipid droplet	Lipid droplet cells 6.5 µM
CCOC(=O)Cn1nc(C)cc1NC(=O)c1cccnc1	-1.9%	1.7	2.7	7.8	0.7	1095	0.96	-0.33	0.39	-0.81	-0.19	1183	i	2	-3.8%	-2	23	-9	650
C/C=N/NC(=O)CCNC(=O)c1ccccc1	-0.3%	4.3	3.1	0.9	-2.5	543	-0.34	-0.22	-0.43	0.29	0.82	1237	i	-4	-7.2%	-16	-4	-21	668
Cc1ccc(Nc2c(F)c(F)c(F)c(F)c2C(=O)O)cc1	0.5%	1.5	2.5	5.3	-0.9	1092	0.41	-0.043	0.39	-0.14	0.26	1043	i	11	-1.7%	-2	-7	-16	755
COc1ccc(CC(=O)N(C)C2CCCCC2)cc1S(=O)(=O)N1CCOCC1	-0.3%	1.7	2.5	2.2	-1.0	1149	-1.2	-0.24	-0.77	1	0.3	1582	i	-3	-0.6%	3	-17	10	670
CC(=O)c1c(N2CCOCC2)nc(=S)n(-c2ccc([N+](=O)[O-])cc2)c1C	-0.8%	3.0	2.2	6.1	nt	nt	-0.069	-0.24	-0.017	0.31	0.31	690	i	-1	-6.0%	14	22	-3	761
COc1ccc(Nc2cc(C(=O)NCCCN3CCN(C)CC3)c3ccccc3n2)c(OC)c1	0.8%	2.6	2.4	7.4	2.8	1371	-0.52	-0.37	-0.33	0.21	-0.81	536	i	-52	-5.9%	-8	-1	nt	nt
COC(=O)CN1C(=O)N/C(=C/c2cc(OC)c(OC)cc2C)C1=O	-2.3%	2.6	1.8	8.2	0.6	1088	-0.08	-0.32	0.26	0.35	-0.61	1445	i	-12	-7.4%	-14	-20	-1	668
